Source: PubChem
Cardio protect: cardioprotection against H2O2-induced cell death, primary screen, uHTS, H9c2 cells, ATPLite luminescence. H9c2 cardiomyocytes, H2O2 injury protection, 2 h. 360,000 compounds, 0.63% hits. protection from H2O2 cell death, % at 20 µM;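 active = compounds giving at least 50% protection of heart cells from peroxide-induced death in the single-dose screen, raw or plate-pattern-corrected value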;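 note: 0% = DMSO wells with peroxide and 100% = DMSO wells without peroxide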
ABCB6 inh 2: ABCB6 transporter inhibitors, primary screen, K562-ABCB6 cells, flow cytometry, MLPCN library; K562-ABCB6 porphyrin accumulation, 1 h; stronger effect = lower value; ATP-binding cassette sub-family B member 6 (Homo sapiens), Q9NP58; AID 602162, 2011; fluorescence ratio to DMSO, % at 10 µM; 360,000 compounds, 0.19% hits;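 active = fluorescence ratio to DMSO below 75%, the collection mean minus 3 SD; inconclusive = too few cells collected in the well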;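 note: signal is porphyrin accumulated inside mitochondria; 100% equals median channel fluorescence of DMSO control wells; lower ratio means ABCB6 inhibition with less porphyrin fluorescence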
MC4R antag cAMP: MC4R antagonists of cAMP signaling, primary screen, cell-based, TR-FRET, antagonist arm of biased-ligand search; Melanocortin receptor 4 (Homo sapiens), P32245; MC4R-expressing cells, MTII-stimulated cAMP, LANCE TR-FRET; inhibition, % at 6.5 µM; 360,000 compounds, 0.48% hits; AID 540295, 2011;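 active = inhibition above its plate's cutoff, the mean of tested wells on that plate plus 3 SD, cut at about 29% in these data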;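 note: 0% = Melanotan II alone and 100% = Melanotan II plus saturating MCL0020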
Target sequence (P32245 whole entry, looked up): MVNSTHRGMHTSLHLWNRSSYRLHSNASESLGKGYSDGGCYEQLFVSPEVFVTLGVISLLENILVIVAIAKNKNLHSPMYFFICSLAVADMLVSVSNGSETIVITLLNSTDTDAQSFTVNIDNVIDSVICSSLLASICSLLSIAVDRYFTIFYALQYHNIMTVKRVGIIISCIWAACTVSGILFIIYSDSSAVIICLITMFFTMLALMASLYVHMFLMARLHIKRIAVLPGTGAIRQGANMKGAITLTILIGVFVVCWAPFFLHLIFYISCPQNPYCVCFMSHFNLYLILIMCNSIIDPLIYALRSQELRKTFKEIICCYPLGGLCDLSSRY
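Assay system: human MC4R-expressing U2OS cells; reagent: Melanotan II stimulation of cells; dosing: 6.5 µM single dose; timing: compound 30 min, challenge 1 h, detection 1 h; signal: TR-FRET cAMP assay; replicates: one well per compound, no replicates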
aDG glyco up: activators of alpha-DG glycosylation, primary screen, uHTS, Pro5-aDG cells, AlphaScreen; alpha-DG glycosylation AlphaScreen (IIH6); 0% Pro5, 100% B10-LARGE cell signal; activation, % at 10 µM; 360,000 compounds, 0.22% hits;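 active = activation of at least 8% versus controls, or a plate z-score of at least 8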;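 note: Pro5 are CHO cells carrying HIG-tagged alpha-DG that lacks glycosylation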
N-glyco inh: increase of ERlucT glycosylation luciferase signal, primary screen, N-linked glycosylation inhibitor project, D54 ERlucT cells, luminescence, set 2 | reporter increase, % at 12.5 µM | D54 ERlucT glycosylation luciferase reporter, 24 h; percent of 100 nM tunicamycin response | 360,000 compounds, 0.23% hits;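 active = mean luciferase reporter signal, scaled so untreated is 0 and the glycosylation-blocking control 100, at or above a set limit in every replicate; inconclusive = mean reaches the limit but not every replicate does; inactive = mean below the limit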;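 note: luciferase carries N-glycosylation sites so blocking glycosylation raises the light; 0% = median of neutral control wells and 100% = median of 100 nM tunicamycin wells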
Granule exo inh: LAMP-1 surface exposure blockers, TALL-104 cells – cell-based, flow cytometry, MLPCN library, primary screen; inhibition, % at 10 µM; TALL-104 LAMP-1 surface exposure; cells stimulated with thapsigargin and PMA; 360,000 compounds, 0.66% hits; AID 651702, 2012;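 active = inhibition above about 55%, limit read from the data; inconclusive = no clear call, values can overlap the other calls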
hiPSC survival: enhancers of single-cell hiPSC survival, primary screen, ATPlite luminescence. 100% = ROCK inhibitor wells, 0% = DMSO. 360,000 compounds, 0.044% hits. survival enhancement, % at 20 µM; in the data active = survival enhancement above about 18%;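 note: cells exposed to compounds for 16 hours before the ATP read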
MC4R barr agon: MC4R agonists recruiting beta-arrestin, primary screen, cell-based, luminescence, agonist arm of biased-ligand search | U2OS MC4R beta-arrestin complementation; percent of melanotan II response, DMSO zero | activation, % at 8.9 µM | 360,000 compounds, 0.98% hits;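 active = activation above a per-plate cutoff, the mean activation of sample wells on that plate plus 3 SD, cut at about 8% in these data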
ABHD5 PLIN5 PPI: ABHD5-PLIN5 interaction inhibitors, primary screen, cell lysate, split luciferase complementation, luminescence; Perilipin-5 (Homo sapiens) + 1-acylglycerol-3-phosphate O-acyltransferase ABHD5 (Homo …; Split G. princeps luciferase complementation, 4 h; inhibition, % at 4 µM; 360,000 compounds, 0.78% hits; AID 602281, 2012;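 active = inhibition above the mean inhibition across every tested compound plus 3 SD, cut at about 22% in these data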;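 note: 0% = DMSO only wells and the 100% control is not disclosed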
m5-HT2A agonist: mouse Htr2a agonists via beta-arrestin recruitment, primary screen, cell-based, luminescence. AID 624169, 2012. CHO-K1 mHTR2A beta-arrestin complementation; percent of 30 µM serotonin response. 360,000 compounds, 0.66% hits. activation, % at 7.6 µM. 5-hydroxytryptamine receptor 2A (Mus musculus), P35363;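 active = activation above a run cutoff, the mean activation of all tested compounds plus 3 SD, cut at about 14% in these data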;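 note: 0% = plate median of compound wells and 100% = 30 µM serotonin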
Target sequence (P35363 whole entry, looked up): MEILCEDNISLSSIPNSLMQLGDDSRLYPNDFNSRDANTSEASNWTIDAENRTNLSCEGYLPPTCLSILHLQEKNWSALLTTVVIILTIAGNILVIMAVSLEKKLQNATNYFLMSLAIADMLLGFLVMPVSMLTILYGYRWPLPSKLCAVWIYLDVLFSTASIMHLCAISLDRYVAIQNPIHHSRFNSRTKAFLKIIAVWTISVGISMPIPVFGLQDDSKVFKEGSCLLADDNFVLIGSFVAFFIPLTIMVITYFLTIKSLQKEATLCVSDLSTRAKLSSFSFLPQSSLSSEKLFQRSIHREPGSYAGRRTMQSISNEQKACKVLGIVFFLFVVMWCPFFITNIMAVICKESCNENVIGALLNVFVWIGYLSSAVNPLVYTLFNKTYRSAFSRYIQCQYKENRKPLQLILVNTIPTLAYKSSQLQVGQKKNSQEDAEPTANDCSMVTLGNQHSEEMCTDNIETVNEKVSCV
* hit, by the source's call; ? = inconclusive.

SMILES | Cardio protect | ABCB6 inh 2 | MC4R antag cAMP | aDG glyco up | N-glyco inh | Granule exo inh | hiPSC survival | MC4R barr agon | ABHD5 PLIN5 PPI | m5-HT2A agonist
CC(C)(C)Nc1ncnc2sc(-c3ccccc3)cc12 | -15.9 | 90.0 | -4.0 | 0.9 | -3.9 | 50.1 | -0.2 | 6.6 | -10.4 | 23.0*
O=C(NC(=S)Nc1nc(-c2cccc3ccccc23)cs1)c1cc2ccccc2o1 | -27.0 | 88.0 | -2.1 | 0.3 | 1.5 | 0.6 | 2.1 | 0.6 | 0.0 | -1.2
Cc1ccc(CNc2nc(NCc3ccccc3)nc3ccsc23)c(C)c1 | -18.8 | 92.0 | 1.1 | 2.1 | -5.6 | 24.1 | -1.6 | -1.7 | 5.2 | -10.8
CCCC(NC(=O)C(C)NC(=O)CO/N=C1\C=C2CCC3C4CCC(C(C)=O)[C@@]4(C)CCC3[C@@]2(C)CC1)C(=O)O (stereo partly drawn) | 1.7 | 97.0 | -4.6 | -0.1 | -0.1 | -8.7 | -0.5 | -0.2 | 6.5 | 2.4
C[C@H](CO)N1C[C@H](C)[C@@H](CN(C)Cc2ccc3c(c2)OCO3)OCc2cnnn2CCCC1=O | 3.7 | 97.0 | 0.4 | -0.1 | 1.0 | 2.5 | 2.6 | -0.3 | 2.5 | 0.5
O=C(O)CCn1ncc2ccccc2c1=O | 4.0 | 88.0 | 8.8 | -0.1 | 2.0 | -2.7 | 0.4 | -0.8 | -1.4 | -1.3
O=c1c(F)cn(C2CCCO2)c(=O)n1Cc1ccc(Cl)cc1 (stereo not drawn) | 2.4 | 97.0 | 17.6 | 0.4 | 1.3 | 1.1 | 1.1 | -1.2 | 5.2 | -6.5
Cc1nc2c(OCc3cccc(Cl)c3)cccn2c1N(C)CC1CC1 | -9.9 | 97.0 | 11.1 | 1.0 | -5.4 | -1.0 | 3.2 | -0.1 | -1.8 | -8.9
O=C(CCNS(=O)(=O)c1ccccc1)NNC(=O)C1COc2ccccc2O1 (stereo not drawn) | 1.7 | 96.0 | 3.8 | -0.1 | 0.2 | -4.7 | -0.6 | -0.1 | -4.5 | 5.2
O=C(Cn1cc(COc2ccc(Br)cc2)nn1)c1ccc(O)cc1 | -7.6 | 99.0 | 1.5 | -0.1 | 0.1 | -1.5 | 2.6 | -0.5 | -2.0 | 5.3
COc1ccc(-c2csc3ncnc(N4CCN(c5ccccc5[N+](=O)[O-])CC4)c23)cc1 | 5.8 | 93.0 | 2.9 | -0.4 | -6.4 | 18.4 | 0.4 | 3.1 | -4.7 | -4.5
CC(=O)c1cccc(NC(=O)C2C3C=CC(C4CC34)C2C(=O)O)c1 (stereo not drawn) | -0.3 | 96.0 | -1.9 | -0.1 | 0.6 | 0.3 | 1.3 | -0.7 | 8.2 | 2.7
NC(N)=NS(=O)(=O)c1ccc(N)cc1 | 3.4 | 105.0 | 16.2 | -0.2 | 0.4 | -0.1 | -0.5 | -0.2 | 3.4 | -1.9
COc1ccc(CC(=O)N/N=C/c2cc([N+](=O)[O-])cc(Br)c2O)cc1 | 25.0 | 99.0 | 4.4 | -0.1 | 6.5 | ? | -0.8 | -2.0 | 2.6 | 0.8
C=C[C@@H]1c2ccccc2N(S(=O)(=O)c2ccc(C)cc2)[C@H](c2ccc(OC(C)=O)cc2)C1(C#N)C#N | 4.0 | 95.0 | -0.9 | -0.1 | -7.2 | 21.3 | -0.1 | -1.8 | -2.2 | 0.9

Given as labelled records: three of the compounds above.
Cc1ccc(CNc2nc(NCc3ccccc3)nc3ccsc23)c(C)c1
  Cardio protect = -18.8
  ABCB6 inh 2 = 92.0
  MC4R antag cAMP = 1.1
  aDG glyco up = 2.1
  N-glyco inh = -5.6
  Granule exo inh = 24.1
  hiPSC survival = -1.6
  MC4R barr agon = -1.7
  ABHD5 PLIN5 PPI = 5.2
  m5-HT2A agonist = -10.8

O=C(Cn1cc(COc2ccc(Br)cc2)nn1)c1ccc(O)cc1
  Cardio protect = -7.6
  ABCB6 inh 2 = 99.0
  MC4R antag cAMP = 1.5
  aDG glyco up = -0.1
  N-glyco inh = 0.1
  Granule exo inh = -1.5
  hiPSC survival = 2.6
  MC4R barr agon = -0.5
  ABHD5 PLIN5 PPI = -2.0
  m5-HT2A agonist = 5.3

C=C[C@@H]1c2ccccc2N(S(=O)(=O)c2ccc(C)cc2)[C@H](c2ccc(OC(C)=O)cc2)C1(C#N)C#N
  Cardio protect = 4.0
  ABCB6 inh 2 = 95.0
  MC4R antag cAMP = -0.9
  aDG glyco up = -0.1
  N-glyco inh = -7.2
  Granule exo inh = 21.3
  hiPSC survival = -0.1
  MC4R barr agon = -1.8
  ABHD5 PLIN5 PPI = -2.2
  m5-HT2A agonist = 0.9

Further compounds follow.
SMILES | Cardio protect | ABCB6 inh 2 | MC4R antag cAMP | aDG glyco up | N-glyco inh | Granule exo inh | hiPSC survival | MC4R barr agon | ABHD5 PLIN5 PPI | m5-HT2A agonist
COc1ccc(NC(=S)N(CCN(C)C)C(C)c2ccncc2)cc1Cl (stereo not drawn) | -0.2 | 98.0 | 2.7 | 0.6 | -1.1 | 17.1 | 0.0 | -1.4 | -0.1 | 0.2
O=C(O)c1cccc([N+](=O)[O-])c1C(=O)Nc1cccc2ccccc12 | -5.2 | 100.0 | 16.3 | -0.1 | 2.2 | 31.8 | -0.8 | 1.0 | -13.8 | -2.1
COc1ccc(CNC(=O)c2cncc(Br)c2)cc1 | -0.3 | 96.0 | -2.1 | 0.0 | -1.7 | 8.4 | 0.2 | -1.7 | 5.3 | 1.7
COCCCN1C(=O)C(=O)/C(=C(/O)c2ccc(S(=O)(=O)N3CCCCC3)cc2)C1c1ccc(OC)cc1 (stereo not drawn) | 7.3 | 85.0 | -3.0 | -0.3 | -0.7 | -6.7 | -0.3 | -2.4 | -5.7 | 4.6
CC(C)Cn1nc(NC(=O)c2ccco2)c2cc3ccccc3nc21 | 11.6 | 104.0 | 11.3 | 0.6 | 3.8 | -0.4 | 0.6 | -3.5 | -1.6 | -2.1
CN(C)CCOCCOc1ccc(Cl)c2ccccc12 | 10.6 | 99.0 | 12.2 | 3.0 | -2.7 | 0.9 | 0.0 | -1.4 | 14.6 | -10.5
CN(C)C(=O)CN(c1ccc2c(c1)OCO2)S(C)(=O)=O | 3.9 | 100.0 | 6.4 | -0.2 | 1.3 | -2.0 | -1.1 | -1.9 | 0.5 | -0.3
Cc1ccc([C@@H]2C[C@H]3[C@@H](CN2S(=O)(=O)c2ccc(C)cc2)C(=O)C[C@@H](c2ccc(Cl)cc2)N3S(=O)(=O)c2ccccc2C)cc1 | -5.0 | 92.0 | -0.3 | 1.1 | -5.3 | 5.5 | 1.5 | -0.5 | 0.3 | -1.8
CN(C)Cc1csc(NC(=O)Nc2ccccc2C(C)(C)C)n1 | 2.0 | 100.0 | 1.9 | 0.1 | -2.2 | -4.1 | 2.2 | -0.2 | -1.6 | -4.9
Cc1cc(C)cc(Nc2cc(C)nc3nc(C)nn23)c1 | -3.0 | 99.0 | -4.7 | 0.1 | 3.5 | -0.8 | -0.6 | -1.0 | -5.7 | 0.1
Cn1ccnc1SCC(=O)Nc1ccc(Br)cc1C(F)(F)F | -1.6 | 100.0 | -0.6 | -0.2 | -0.2 | -2.4 | -0.5 | -4.9 | -9.3 | -4.1
CC(=O)N1CCN(c2ccc(NC(=O)c3ccc([N+](=O)[O-])cc3Cl)cc2)CC1 | 3.7 | 98.0 | 1.6 | -0.1 | 4.1 | 0.5 | -0.4 | 0.3 | 8.0 | -1.9
CCN(CC)CC1CN(N=Cc2ccc([N+](=O)[O-])o2)C(=O)O1 (stereo not drawn) | -6.8 | 107.0 | -4.2 | 3.2 | 6.7 | 7.8 | -2.1 | 0.4 | -2.3 | 2.2
NS(=O)(=O)c1ccc(CCNC(=O)c2ccc3c(c2)OCCO3)cc1 | -1.7 | 99.0 | 24.7 | 0.6 | 0.3 | -2.7 | 1.1 | -2.6 | -0.5 | -0.7
Fc1ccccc1CN1CCN(c2ncccn2)CC1 | 1.0 | 99.0 | -3.9 | 0.1 | 0.4 | -13.1 | -0.5 | -0.2 | 6.5 | 25.6*
O=C(NCc1ccco1)c1cc2nc(C3CC3)cc(C(F)(F)F)n2n1 | 2.2 | 89.0 | 0.7 | 0.0 | -1.1 | -1.9 | 1.2 | -1.4 | 13.9 | -0.6
CC(=O)N1CCOc2cc(S(=O)(=O)NC(C)c3ccccc3)c(Cl)cc21 (stereo not drawn) | -6.9 | 95.0 | -2.2 | -0.1 | 1.3 | -0.5 | -1.0 | 1.4 | -1.9 | 4.1
Cc1ccc(C(=O)NNC(=O)CSc2nnc(C3CC3)n2C)cc1 | -0.2 | 96.0 | 25.9 | -0.1 | 0.7 | 8.8 | -0.5 | 0.3 | -10.0 | 4.2
Cc1sc2ncnc(N3CCC(C(=O)Nc4nnc(CC(C)C)s4)CC3)c2c1C | -6.6 | 97.0 | 13.0 | 0.6 | -0.9 | 46.5 | -0.5 | 0.8 | 1.4 | -3.4
CN(Cc1cnccn1)Cc1c(C(=O)N2CCc3ccccc3C2)nc2ccc(Cl)cn12 | 11.7 | 108.0 | -0.9 | 0.0 | -2.0 | -14.8 | -2.8 | 0.3 | -4.1 | -3.4
COc1ccc(CN(C)C(=O)Cn2cc(C)c(=O)[nH]c2=O)cc1OC | 7.6 | 102.0 | 13.6 | 0.7 | 0.0 | -6.1 | 0.5 | 0.0 | 2.5 | -0.3
N#Cc1ccc(COC(=O)Cn2nnc(-c3ccccc3)n2)cc1 | 0.7 | 151.0 | 9.5 | 0.0 | 2.1 | 0.9 | 6.3 | 3.2 | 6.2 | 1.2
Cc1oc(C(C)(C)C)cc1C(=O)NC1CCN(Cc2ccccc2)CC1 | -1.8 | 104.0 | 1.9 | 0.1 | -0.8 | 0.7 | -0.6 | 0.3 | 6.1 | -8.4
CCC(C)N(CCNC(=O)c1ccc(NC2=NC3CS(=O)(=O)CC3S2)cc1)Cc1ccco1 (stereo not drawn) | 2.3 | 94.0 | -0.3 | -0.1 | 2.5 | 4.9 | -2.7 | 0.5 | 2.4 | -2.3
COc1ccc(OC(C)C(=O)N(C)Cc2nc(-c3cccc(C)c3)no2)cc1 (stereo not drawn) | -6.7 | 93.0 | 2.7 | 0.0 | -0.3 | -13.3 | -0.5 | -0.8 | -3.5 | 5.1
